Screening data as filed in PubChem.
E-sel TNF inh = blocks E-selectin expression induced by TNF alpha. HUVEC TNFa-induced E-selectin immunofluorescence, high content. inhibition, % at 2 µM. 0.71% of 120,000 active. AID 1246;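 active means inhibition above the batch mean plus 3 SD, and confirmed as a hit on visual image review, cut at about 43% in these data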;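 further: 0% = TNF-stimulated DMSO wells and 100% = unstimulated control wells; not every result past the cut was called active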
BB579 growth dn = reduces growth of yeast BB579 in restrictive medium; S. cerevisiae BB579 growth, OD615, 48 h; inhibition, % at 10 µM; 0.51% of 140,000 active; AID 804;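 active means inhibition above a set limit, 3 SD over the mean compound inhibition, cut at about 44% in these data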; further: inactives centre near -24
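Test system: Saccharomyces cerevisiae DeaD strain BB579, replicative lifespan model yeast | Buffer or medium: Restrictive CSMM-D medium | Doses: One dose, 10 µM compound with 0.25% DMSO | Incubation: 48 h exposure, 30 °C | Detection: Culture absorbance at 615 nm | Control set: Amphotericin B at 10 µg/mL as positive control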
NPY-Y2 antag = NPY-Y2 (human) receptor antagonism. 0.99% of 140,000 active. P49146. inhibition, % at 2.7 µM. NPY-Y2 expressing cells, antagonist mode. AID 793; in the data active means inhibition above about 17%;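 further: 0% = vehicle with agonist challenge and 100% = reference antagonist with challenge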
Target sequence (P49146 whole entry, looked up): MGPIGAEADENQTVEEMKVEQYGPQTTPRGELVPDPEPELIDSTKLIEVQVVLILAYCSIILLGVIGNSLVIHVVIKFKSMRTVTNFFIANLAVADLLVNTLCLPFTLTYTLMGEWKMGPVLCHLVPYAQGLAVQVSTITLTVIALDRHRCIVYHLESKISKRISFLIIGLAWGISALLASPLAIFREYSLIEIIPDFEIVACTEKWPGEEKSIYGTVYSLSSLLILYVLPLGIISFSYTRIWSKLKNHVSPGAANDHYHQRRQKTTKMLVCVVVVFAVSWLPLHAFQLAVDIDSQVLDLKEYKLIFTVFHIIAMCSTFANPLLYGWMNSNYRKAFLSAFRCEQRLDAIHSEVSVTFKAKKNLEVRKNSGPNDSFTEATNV
HCT116 PTEN-null = growth suppressors of cells with PTEN tumor suppressor deletion; HCT116 PTEN-null viability, CellTiter-Glo, 60 h; active compounds read low; viability, % at 10 µM; 1.2% of 140,000 active; AID 827;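 active means viability at or below a set limit, 4 SD under the median of all tested compounds, cut at about 3.7% in these data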;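 further: PTEN knockout HCT116 line with beta catenin targeted HCT116 as companion control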
HCT116 bCat-KO = beta-catenin-lacking colon tumor cell growth suppression; viability, % at 10 µM; AID 818; 1.5% of 140,000 active; HCT116 beta-catenin knockout viability, CellTiter-Glo, 60 h; active compounds read low;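 active means viability at or under a set limit, the compound median less 4 SD, cut at about 6% in these data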;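 further: 0% = Hyamine 1622 control at 20 µM and 100% = untreated cell control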
GALR2 antag = antagonists of human galanin receptor 2 (GALR2). AID 828. 0.39% of 140,000 active. O43603. inhibition, % at 4 µM. GALR2-expressing cells, antagonist mode; in the data active means inhibition above about 27%;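 further: cells stimulated with galanin 1-16 at roughly its EC80; 0% = agonist challenge control and 100% = basal control without agonist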
Target sequence (O43603 whole entry, looked up): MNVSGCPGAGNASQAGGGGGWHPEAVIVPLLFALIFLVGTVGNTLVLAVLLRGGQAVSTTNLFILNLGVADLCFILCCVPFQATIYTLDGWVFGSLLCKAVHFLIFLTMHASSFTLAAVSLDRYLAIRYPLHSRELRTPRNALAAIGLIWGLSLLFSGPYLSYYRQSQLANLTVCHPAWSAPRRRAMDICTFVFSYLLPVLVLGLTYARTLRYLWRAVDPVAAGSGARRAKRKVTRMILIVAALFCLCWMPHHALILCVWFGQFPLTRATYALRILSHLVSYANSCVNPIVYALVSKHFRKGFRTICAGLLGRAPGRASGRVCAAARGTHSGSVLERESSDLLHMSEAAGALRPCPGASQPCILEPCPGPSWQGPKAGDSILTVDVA
Measles CPE = protection of cells from measles virus | Measles virus-infected cells, CPE protection, absorbance | protection (pct of control), % at 4 µM | 1.5% of 140,000 active; in the data active means protection mostly above about 24%, no sharp cut-off; inactive means mostly below about 26%; further: some compounds called inactive have numbers as strong as hits
Yeast lifespan up = yeast lifespan extension | inhibition of the nicotinamide effect, % at 10 µM | S. cerevisiae growth with nicotinamide, OD615; deaD strain in restrictive glucose medium | AID 775 | 0.68% of 130,000 active;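 active means inhibition above a set limit, placed 3 SD over the median of all compounds, cut at about 26% in these data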;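 further: 0% = nicotinamide-treated wells and 100% = cells grown without nicotinamide; some compounds called inactive have numbers as strong as hits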
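System: DeaD-strain S. cerevisiae / Buffer or medium: CSMM-D, restrictive glucose (dextrose) synthetic minimal medium / Probe or stimulus: nicotinamide, 1.5 mM, co-present with compound / Compound: one concentration, 10 µM, DMSO 0.25% / Incubation: 48 h compound exposure at 30 °C, humidified / Technique: optical density (absorbance) at 615 nm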
MRP1 act = activates MRP-1; H69AR cells + doxorubicin, viability rescue, CellTiter-Glo; viability increase, % at 10 µM; 0.61% of 140,000 active;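 active means viability gain under doxorubicin at or above a set limit, the compound median plus 3 SD, cut at about 4.7% in these data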;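 further: MRP-1 overexpressing cells given doxorubicin 25 µM after compound pretreatment; 18-22 h compound pretreatment then 72 h with doxorubicin before readout; 0% = doxorubicin-only wells and 100% = vehicle-treated cells without doxorubicin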
Phagocytosis inh = inhibitors of macrophage phagocytosis; J774A.1 macrophage IgG-bead phagocytosis, imaging; inhibition, % at 5 µM; 0.07% of 110,000 active; AID 1029;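 active means inhibition above the mean of the plate negative controls plus 5 SD, cut at about 13% in these data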;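 further: phagocytic index as fraction of beads internalized from green versus red external bead signal; plate controls were DMSO negative control for no effect and cytochalasin-D positive control for full effect; some results beyond the cut were filed as inactive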
* hit, by the source's call; . = not tested or not shown.

SMILES	E-sel TNF inh	BB579 growth dn	NPY-Y2 antag	HCT116 PTEN-null	HCT116 bCat-KO	GALR2 antag	Measles CPE	Yeast lifespan up	MRP1 act	Phagocytosis inh
CCCN(CCC)C(=O)c1ccc2c(c1)OCO2	-6	-26	3	96	96	-3	6	.	0.2	.
Clc1ccc(OCc2nc(-c3ccncc3)no2)cc1	-17	-13	7	85	91	5	2	-4	-1.8	-1
CCOC(=O)C1CCCN(Cc2nc(N)nc(Nc3ccccc3OC)n2)C1 (stereo unspecified)	-11	0	4	90	82	2	7	-4	-3.7	0
O=C(c1cc(Br)c(Br)s1)N1CCN(C/C=C/c2ccccc2)CC1	-10	-12	13	85	91	-7	11	1	-0.7	.
COc1cccc2c1OCC/C2=N\NC(=O)COc1ccccc1C	.	-35	8	98	97	8	18	-1	0.2	-1
COC(=O)c1cc(C#N)c(NCc2ccccc2)nc1C	.	-4	6	102	109	-14	20	-15	0.2	2
CCC(C)NC(=O)CSc1nnc(-c2cc(-c3cccs3)nc3ccccc23)o1 (stereo unspecified)	6	-36	2	77	85	-13	23	-13	-0.8	-2
C=CCn1c(SCc2csc(-c3ccc(Cl)cc3)n2)nnc1-c1ccccc1OC	.	-31	4	56	39	-1	8	7	-2.8	0
Cc1ccsc1C(=O)N/N=C/c1ccc2c(c1)OCO2	.	-29	-1	58	50	15	8	-2	-2.4	0
O=C(NC1CCCCC1)C(c1ccc2ncccc2c1)N(Cc1ccccc1)C(=O)c1cccs1 (stereo unspecified)	6	-15	25*	63	66	0	5	-8	-5.8	0
CC(C)(C)c1ccc(/C=C/C(=O)Nc2ncccn2)cc1	.	-6	5	90	97	6	3	-2	0.5	-7
c1ccc(CCc2nc(-c3ccc(-n4cccc4)cc3)no2)cc1	.	-45	9	87	91	-24	9	-10	0.9	-1
CC1CCc2sc3nc(N4CCN(CCO)CC4)n4ncnc4c3c2C1 (stereo unspecified)	-80	-7	6	63	73	-3	8	-9	-4.7	0
O=C(CSc1nnc(-c2ccccc2)n1-c1ccccc1)c1cccs1	7	-40	5	94	87	-7	9	-13	-3.8	-2
COc1cc(C2C3=C(CCCC3=O)Nc3[nH]n(-c4ccccc4)c(=O)c32)ccc1O (stereo unspecified)	.	-8	0	86	83	3	21	-18	0.6	.
Cc1cc(C)c(S(C)(=O)=O)c(S(=O)(=O)c2ccc(Cl)cc2)n1	-42	-9	4	84	81	2	21	-15	-5.9	-3
O=C1C=C(N(CCO)CCO)C2(CCCCC2)O1	.	-25	-4	92	96	-3	3	-10	-0.5	-2
Cc1cc(C(=O)Nc2nc3ccc(S(C)(=O)=O)cc3s2)c(C)o1	2	-53	1	88	80	6	11	-11	-0.7	-1
Cc1ccc(S(=O)(=O)n2nc(-c3ccc(Cl)cc3)nc2NCc2ccco2)cc1	-1	-67	0	77	69	-9	5	1	-1.2	0
CCCn1cnc2c(N)c(C)c(C)cc21	.	-9	3	102	104	-7	23	7	-1.4	-1
O=C1CC(c2ccc(S(=O)(=O)N3CCN(c4ccccc4)CC3)cc2)CN1 (stereo unspecified)	-11	-41	0	109	107	-4	17	-11	-0.2	0
CC(C)COn1c(=S)[nH]c2ccccc2c1=O	-5	-15	1	70	88	1	2	-28	-2.9	.
COc1ccc(NC(=O)C(c2ccc(C)cc2)N(C)C(=O)CNC(C)=O)cc1 (stereo unspecified)	10	-44	3	100	97	1	5	-2	0.2	0
COc1ccc(CCN(C)CCN2C(=O)c3ccccc3C2=O)cc1OC	2	-7	2	89	114	8	10	-17	-0.8	-1
O=C(COC(=O)CSCC(=O)N1CCCCC1)Nc1ccc(Cl)cc1	-47	-52	1	87	94	8	5	-20	-1.4	-1
Cc1ccc(C(=O)NCCc2csc(C)n2)cc1	.	-5	2	102	92	-2	11	-12	-0.9	0
CC(c1ccccc1)C1CC(=O)N(CC(=O)O)C1=O (stereo unspecified)	-5	7	1	92	96	-6	12	-17	-1.0	1
COC(=O)C1C(O)=C(C=Nc2ccc(N)cc2)C(=O)CC1(C)C (stereo unspecified)	-4	16	1	95	102	-7	3	-5	-1.1	-2
C/C(CC(=O)NC1CCCC1)=N\NC(=O)c1ccc([N+](=O)[O-])c(Cl)c1	-1	-51	11	97	90	0	5	2	-1.2	5
COc1cc2nc(-c3ccc(Br)o3)oc(=O)c2cc1OC	-2	-13	4	104	78	2	3	-26	-2.2	95*
c1cnc(NC2CCCCCC2)nc1	25	1	1	95	86	13	11	-10	-0.8	.
CC1(C)CC(NC(=O)CCc2ccccc2)CC(C)(C)N1	.	20	2	103	108	0	18	-19	-2.7	0
COc1ccc(C)cc1NC(=O)CSc1nnnn1Cc1ccccc1	3	-50	3	85	87	5	14	-12	-2.8	0
COc1ccc(Nc2c(C)cccc2C)cc1	16	-1	0	97	93	2	2	.	-3.8	.
Cc1ccc(SCc2cc(=O)[nH]c(N3CCOCC3)n2)cc1	.	1	3	91	89	8	9	-7	-0.8	-1
c1ccc(CN2CCN(CCN3CCn4c3nc3ccccc34)CC2)cc1	.	-42	6	88	91	7	7	-10	-2.8	-1
Cn1c(=O)n(CC(=O)O)c(=O)c2c1nc1n2CCS1	-27	-23	0	91	97	4	14	11	-0.3	0
COc1cc2c(cc1OC)C(C)N(C(=O)Cn1ncc3c1-c1cc(C)ccc1OC3)CC2 (stereo unspecified)	.	1	5	79	82	2	13	-10	-2.7	0
Cc1ccc2nc(SCCC#N)nc(C)c2c1	-2	-5	3	96	103	-1	3	-33	-2.3	1
CCCCCn1c(SCCCC)nc2c1c(=O)[nH]c(=O)n2C	40	-48	2	69	70	-3	18	-10	-0.8	0

Molecules from the list above that have an aryl thioether with sulfur outside any ring, in the order listed:
SMILES	E-sel TNF inh	BB579 growth dn	NPY-Y2 antag	HCT116 PTEN-null	HCT116 bCat-KO	GALR2 antag	Measles CPE	Yeast lifespan up	MRP1 act	Phagocytosis inh
CCC(C)NC(=O)CSc1nnc(-c2cc(-c3cccs3)nc3ccccc23)o1 (stereo unspecified)	6	-36	2	77	85	-13	23	-13	-0.8	-2
C=CCn1c(SCc2csc(-c3ccc(Cl)cc3)n2)nnc1-c1ccccc1OC	.	-31	4	56	39	-1	8	7	-2.8	0
O=C(CSc1nnc(-c2ccccc2)n1-c1ccccc1)c1cccs1	7	-40	5	94	87	-7	9	-13	-3.8	-2
COc1ccc(C)cc1NC(=O)CSc1nnnn1Cc1ccccc1	3	-50	3	85	87	5	14	-12	-2.8	0
Cc1ccc(SCc2cc(=O)[nH]c(N3CCOCC3)n2)cc1	.	1	3	91	89	8	9	-7	-0.8	-1
Cc1ccc2nc(SCCC#N)nc(C)c2c1	-2	-5	3	96	103	-1	3	-33	-2.3	1
CCCCCn1c(SCCCC)nc2c1c(=O)[nH]c(=O)n2C	40	-48	2	69	70	-3	18	-10	-0.8	0

(list continues)
SMILES	E-sel TNF inh	BB579 growth dn	NPY-Y2 antag	HCT116 PTEN-null	HCT116 bCat-KO	GALR2 antag	Measles CPE	Yeast lifespan up	MRP1 act	Phagocytosis inh
CCCCNC(=S)N(C)/N=C/c1ccc(F)cc1	.	11	7	90	95	1	13	-6	1.0	-2
Cc1ccc(/C=N/N2CCN(Cc3ccccc3)CC2)s1	2	-1	5	99	94	0	3	-3	1.3	.
COc1c(C)cccc1C(=O)Nc1ccc(CN2CCOCC2)cc1	3	-28	5	109	103	-4	2	3	-0.1	-1
O=C(CN1CCN(c2ccccc2)CC1)N1N=CCC1c1ccccc1 (stereo unspecified)	7	-14	1	99	99	3	3	12	-0.5	.
C=CCn1c(SCn2nnc3ccccc3c2=O)nnc1-c1ccc(Br)cc1	6	-6	3	73	72	2	4	.	-2.7	-3
CCOC(=O)c1c(NC(=O)CSc2nnc(CNc3ccc(Cl)cc3)o2)sc(C)c1C	7	-18	-4	74	84	4	9	.	-3.7	.
CCN(Cc1ccccc1)C(c1ccccn1)c1nnnn1C1CCCCC1 (stereo unspecified)	33	-48	-1	66	73	9	19	.	-1.6	.
Cn1c(=O)oc2cc(S(=O)(=O)NCCC(=O)Nc3ccc4c(c3)OCCO4)ccc21	-18	-47	1	91	110	4	15	-8	-0.8	0
COc1cc2c(O)c3c(c(-c4ccc5c(c4)OCO5)c2cc1OC)C(=O)OC3	.	-21	-4	2.6*	2.5*	1	13	-21	-6.3	.
CN(C)S(=O)(=O)Nc1ccc(Br)cc1F	-18	20	3	94	95	-3	5	-7	0.2	1
O=C(c1cccs1)N1N=C(c2ccccc2)CC1c1ccccc1 (stereo unspecified)	-37	-44	7	49	54	0	2	-1	-0.6	0
COc1ccc(OCC(=O)NC(=S)Nc2ccc3c4c(cccc24)CC3)cc1	-7	-34	12	95	92	-3	17	6	-1.6	-2
COc1cc(C(=O)NC(=S)Nc2ccc([N+](=O)[O-])cc2)cc(OC)c1OC	.	-17	5	85	99	-21	8	0	-4.2	-5
CCCC(=O)Oc1ccc(N(C(=O)CCC)S(=O)(=O)c2cccc([N+](=O)[O-])c2)cc1	-2	-46	4	90	97	-4	9	16	-3.1	-12
CCOc1cc(C(=O)NCCN2C(=O)S/C(=C\c3cccnc3)C2=O)cc(OCC)c1OCC	.	1	0	97	82	-3	54	1	-3.3	-2
O=C(N/N=C/c1c[nH]c2ccc(Br)cc12)c1ccncc1	.	-30	0	93	95	23	29*	4	-0.1	-6
Cc1ccc2c(c1)C(=O)C(=O)N2CC(=O)OC(C)C	11	-46	-2	87	69	12	2	2	-4.8	2
O=C(O)CCC(=O)Nc1ccccc1C(=O)NCc1ccco1	-11	-18	4	99	76	6	8	.	-2.0	.
O=C(CCS(=O)(=O)c1cccc2nsnc12)N1CCN(C(=O)c2ccco2)CC1	-16	-10	2	96	92	13	8	-7	-0.5	-1
Cc1ccccc1C(=O)N1CCC(C(=O)Nc2ccc(S(=O)(=O)N3CCCC3)cc2)CC1	-2	-36	2	84	75	-12	13	-12	-0.5	.
Cc1ccsc1C(=O)Nc1cccc(S(=O)(=O)N(C)C)c1	.	-27	0	93	98	13	7	12	0.7	.
CCN(CC)CCNC(=O)C(C)c1nn(CC)c(=O)c2ccccc12 (stereo unspecified)	12	-28	3	106	99	10	8	.	-1.1	.

Rows are unselected. Share with any hit: about 6.1%.
